# ATXN viability = Viability Counterscreen for Primary qHTS for Inhibitors of ATXN expression | S2 cells (HEK-293 line with an ATXN2-luciferase reporter) viability, CellTiter-Fluor protease fluorescence, 24 h | Potency, µM (doses to about 56.7 µM), hits mostly cytotoxic | actives 0.49% (n = 400,000) | AID 651635, 2014; also: nearly all actives have a fitted effect of over 40% in size
# HepG2 viability = qHTS for Inhibitors of TGF-b: Cytotox Counterscreen; HepG2 CAGA-GFP viability, ATP luminescence, 18 h; Potency, µM (highest dose often 46.1 µM), for the others: at the highest dose activity change, negative = cytotoxicity, usual class: cytotoxic; actives 0.76% (n = 410,000); AID 588856, 2011; also: some results filed as inactive show a strong effect at the top dose
#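 HepG2 CAGA-GFP cells (1000/well, DMEM with 1% FBS) received compound, then TGF-beta at 500 pg/mL final, and were incubated 18 hours at 37 degrees C. Viability was read by CellTiter-Glo luminescence. Media-only wells were set as complete cell-killing and DMSO as no toxicity.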
# TGFb inhibitor = qHTS for Inhibitors of TGF-b; HepG2 CAGA-GFP TGF-b/SMAD3 reporter, GFP fluorescence, 18 h; TGF-beta stimulated, 500 pg/mL final; Potency, µM (titrated, usually from 46.1 µM), without a hit: top-dose activity, negative = inhibition, actives largely listed as inhibitors; actives 1.2% (n = 410,000); AID 588855, 2011; also: % is scaled to controls: 0 for no effect and ±100 for the full control effect; nearly all actives have a fitted effect of over 65% in size
#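 Inhibition was scored as loss of TGF-beta-induced (500 pg/mL final, 18 hours, 37 degrees C) GFP in HEPG2 cells carrying a CAGA-GFP reporter, in DMEM with 1% FBS. Well GFP was summed per cell; Activity was normalised to unstimulated and stimulated DMSO wells, then concentration-response fitting.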
# Active calls of the source: *; i = inactive; u = inconclusive; x = no result given. Calls follow the shape of the dose curve; as a rule, active = well fitted curve in the direction sought with a large enough effect; inconclusive = small, poorly fitted or top-dose-only effect, or another doubt; inactive = no such curve, though single readings can be large; an effect the other way counts as inactive or inconclusive. Potency is read from the fitted curve at half-maximal effect. Not all compounds are listed (hit frequency here may not be typical).
SMILES,ATXN viability,HepG2 viability,TGFb inhibitor
Cc1ccccc1C(=O)Nc1ccc(C(=O)N2CCCC(O)c3cc(Cl)ccc32)c(C)c1 (stereo not given),i,x,x
Nc1nnnn1-c1ccccc1,i,x,x
CC(C)C(=O)Nc1cccc(C(F)(F)F)c1,i,x,x
C/C=C(/C(=C/C)c1ccc(OC(C)=O)cc1)c1ccc(OC(C)=O)cc1,i,x,x
Cc1oc(=O)oc1CN1CCN(c2cc3c(cc2F)c(=O)c(C(=O)O)c2n3C(C)S2)CC1 (stereo not given),i,x,x
COC(=O)c1nc(Cl)c(Cl)nc1N,15.8µM*,x,x
O=C(O)Cc1ccc2c(c1)C(=O)c1ccccc1CO2,i,x,x
Cc1c(I)c(=O)n(-c2ccccc2)n1C,i,x,x
O=C1CC2(CCCC2)CC(=O)N1,i,x,x
CCOC(=O)N1CCC(Nc2ccc(Cl)cc2N)CC1,u,x,x
Cc1cn([C@@H]2O[C@H](CO)[C@@H](O)[C@H]2F)c(=O)[nH]c1=O,i,x,x
CNC(=O)c1cnn(-c2nc(N)c3ncn([C@@H]4O[C@H](CO)[C@@H](O)[C@H]4O)c3n2)c1,i,x,x
Nc1nc(=O)n([C@@H]2O[C@H](CO)[C@@H](O)[C@@H]2F)cc1I,i,x,x
CCC[C@H](N[C@@H](C)C(=O)N1[C@@H]2CCCC[C@H]2C[C@H]1C(=O)O)C(=O)OCC,i,x,x
CN(C(=O)CCCOc1ccc2[nH]c(=O)ccc2c1)C1CCCCC1,i,x,x
CCOC(=O)C(=O)CCc1ccccc1,i,x,x
O=C(O)c1ccc[n+]([O-])c1,i,x,x
Cc1ccc(C(=O)Oc2ccc(C(O)CNC(C)(C)C)cc2OC(=O)c2ccc(C)cc2)cc1 (stereo not given),i,x,x
COc1ccc(-n2nc(CCC(=O)N(C)O)cc2-c2ccc(Cl)cc2)cc1,i,x,x
CCN(CC)CCn1c(=O)c(Cc2ccc(OC)cc2)nc2ccccc21,u,x,x
COCCCOc1cc(C[C@@H](C[C@H](N)[C@@H](O)C[C@H](C(=O)NCC(C)(C)C(N)=O)C(C)C)C(C)C)ccc1OC,i,x,x
CC(CC(C#N)(c1ccccc1)C(C)C)N(C)C (stereo not given),i,x,x
CCC(=O)O,i,x,x
NC(=O)N[C@@H](CCC(=O)O)C(=O)O,i,x,x
C/C(=C1\CCOC(=O)S1)N(C=O)Cc1cnc(C)nc1N,i,x,x

# Three neighbouring records from above, quoted:
SMILES,ATXN viability,HepG2 viability,TGFb inhibitor
Cc1ccccc1C(=O)Nc1ccc(C(=O)N2CCCC(O)c3cc(Cl)ccc32)c(C)c1 (stereo not given),i,x,x
Nc1nnnn1-c1ccccc1,i,x,x
CC(C)C(=O)Nc1cccc(C(F)(F)F)c1,i,x,x

# Structures above with an NH in an aromatic ring, in the order listed:
SMILES,ATXN viability,HepG2 viability,TGFb inhibitor
Cc1cn([C@@H]2O[C@H](CO)[C@@H](O)[C@H]2F)c(=O)[nH]c1=O,i,x,x
CN(C(=O)CCCOc1ccc2[nH]c(=O)ccc2c1)C1CCCCC1,i,x,x

# Back to the main list, starting 5 compounds before the break.
SMILES,ATXN viability,HepG2 viability,TGFb inhibitor
COCCCOc1cc(C[C@@H](C[C@H](N)[C@@H](O)C[C@H](C(=O)NCC(C)(C)C(N)=O)C(C)C)C(C)C)ccc1OC,i,x,x
CC(CC(C#N)(c1ccccc1)C(C)C)N(C)C (stereo not given),i,x,x
CCC(=O)O,i,x,x
NC(=O)N[C@@H](CCC(=O)O)C(=O)O,i,x,x
C/C(=C1\CCOC(=O)S1)N(C=O)Cc1cnc(C)nc1N,i,x,x
CCOC(=O)c1ccc(OCCN2C[C@H](O)[C@@H](O)[C@H](O)[C@H]2CO)cc1,i,x,x
COc1cc2c(cc1OC)C(=O)CC2,i,x,x
CN(C)[C@@H](CCOc1cccc2ccccc12)c1ccccc1,u,x,x
CCC1Nc2cc(Cl)c(S(N)(=O)=O)cc2S(=O)(=O)N1 (stereo not given),i,x,x
Nc1c(I)cc(I)c(C(=O)N(CCC(=O)O)c2ccccc2)c1I,i,x,x
COC(=O)C1=C(C)NC(C)=C(C(=O)OCCc2ccc(N3CCN(C(c4ccccc4)c4ccccc4)CC3)cc2)C1c1cccc([N+](=O)[O-])c1 (stereo not given),i,x,x
Cc1cc(NS(=O)(=O)c2ccc(N)cc2)nc(C)n1,i,x,x
O=C(O)CNC(=O)c1ccccc1I,i,x,x
Cn1c(=O)c2[nH]c(Br)nc2n(C)c1=O,i,x,x
Cc1c(C(=O)NCCO)[n+](=O)c2ccccc2n1[O-],i,x,x
CN(C)CCN1CCN(c2cccc(Cl)c2)C1=O,i,x,x
Nc1ncnc2c1ncn2Cc1c(F)cccc1Cl,i,x,x
CCOc1ncc(F)c(=O)[nH]1,i,x,x
Cc1nc(-c2ccc(Cl)cc2)oc1COC(C)(C)C(=O)O,i,x,x
Cc1ccccc1OC[C@H](O)CO,i,x,x
Cc1ccc(S(=O)(=O)NC(=O)NC2CCCCCCC2)cc1,i,x,x
COc1cc(NS(=O)(=O)c2ccc(N)cc2)nc(C)n1,i,x,x
CCCCCCCCCCCCCCCC(=O)O[C@@H]1CC(C)=C(/C=C/C(C)=C/C=C/C(C)=C/C=C/C=C(C)/C=C/C=C(C)/C=C/C2=C(C)C[C@@H](OC(=O)CCCCCCCCCCCCCCC)CC2(C)C)C(C)(C)C1,i,x,x
O=c1[nH]c2cc(C(F)(F)F)c(N3CCOCC3)cc2n(CP(=O)(O)O)c1=O,i,x,x
CC1(C)O[C@H]2CC(=O)OC[C@]23[C@H]2CC[C@@]4(C)[C@H](c5ccoc5)OC(=O)[C@H]5O[C@]54[C@]2(C)C(=O)C[C@@H]13,i,x,x
C[C@@H]1C[C@H]2C3C[C@H](F)C4=CC(=O)C=CC4(C)[C@@]3(F)[C@@H](O)CC2(C)[C@@]1(O)C(=O)COC(=O)C(C)(C)C (stereo not given in full),i,x,x
COc1cc(C(=O)OC(COCCC(C)C)CN2CCOCC2)cc(OC)c1OC (stereo not given),i,x,x
Cc1cc(CC(C)CC(C)(C)C)n(O)c(=O)c1 (stereo not given),x,-12.4%,5.62µM*
CCCCCCCCCCCCCCC[C@H](O)[C@H](N)CO,x,5.1%,-3.7%

# Complete entries, looked up by structure.
# Record of `COc1cc(C(=O)OC(COCCC(C)C)CN2CCOCC2)cc(OC)c1OC` (stereo not given) → ATXN viability = i; HepG2 viability = x; TGFb inhibitor = x
# Record of `CCOC(=O)c1ccc(OCCN2C[C@H](O)[C@@H](O)[C@H](O)[C@H]2CO)cc1` → ATXN viability = i; HepG2 viability = x; TGFb inhibitor = x
# Record of `CN(C)[C@@H](CCOc1cccc2ccccc12)c1ccccc1` → ATXN viability = u; HepG2 viability = x; TGFb inhibitor = x

# Screening data as filed in PubChem BioAssay.
